GPR151 activ: human GPR151 activation; PathHunter beta-arrestin GPR151 cells, luminescence; activation, % at 11.2 µM; 650,000 compounds, 1% hits; in the data active = activation above about 4.9%;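 note: 0% = median of compound wells and 100% = cells with positive control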
Target sequence (Q8TDV0 whole entry, looked up): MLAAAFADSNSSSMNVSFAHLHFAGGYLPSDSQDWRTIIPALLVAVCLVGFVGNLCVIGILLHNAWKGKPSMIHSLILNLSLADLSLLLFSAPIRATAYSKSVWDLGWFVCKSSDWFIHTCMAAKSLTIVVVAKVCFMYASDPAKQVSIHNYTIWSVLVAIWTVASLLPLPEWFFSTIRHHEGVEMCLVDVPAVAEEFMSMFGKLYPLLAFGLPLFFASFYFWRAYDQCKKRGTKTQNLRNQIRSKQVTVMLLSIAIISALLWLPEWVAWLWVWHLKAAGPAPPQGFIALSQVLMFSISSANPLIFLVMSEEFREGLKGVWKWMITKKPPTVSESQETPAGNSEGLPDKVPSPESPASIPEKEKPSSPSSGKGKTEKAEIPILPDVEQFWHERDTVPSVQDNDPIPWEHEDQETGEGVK
TEAD-YAP block: TEAD-YAP interaction inhibition | inhibition, % at 9.12 µM | AID 1259422 | 640,000 compounds, 1.4% hits | HEK-TIYL cells, TEAD-Gal4/YAP UAS-luciferase luminescence; in the data active = inhibition above about 32%;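 note: 0% = median of test compound wells and 100% = reference inhibitor wells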
FBW7 act: human FBW7 E3 ligase activation, primary screen. Q969H0. AlphaScreen FBW7–phospho-cyclin E peptide binding, activator screen. normalized activity (activation), % at 26.1 µM. 650,000 compounds, 0.13% hits. AID 1259310; in the data active = normalized activity above about 1.9%;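 note: purified mutant Fbw7 with reduced substrate affinity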
MITF primary: inhibitors of human MITF | O75030 | AlphaScreen MITF homodimerization, bead proximity signal | inhibition, % at 2.6 µM | 650,000 compounds, 0.91% hits; in the data active = inhibition above about 50%;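 note: 0% = vehicle wells with protein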
Target sequence (O75030 whole entry, looked up): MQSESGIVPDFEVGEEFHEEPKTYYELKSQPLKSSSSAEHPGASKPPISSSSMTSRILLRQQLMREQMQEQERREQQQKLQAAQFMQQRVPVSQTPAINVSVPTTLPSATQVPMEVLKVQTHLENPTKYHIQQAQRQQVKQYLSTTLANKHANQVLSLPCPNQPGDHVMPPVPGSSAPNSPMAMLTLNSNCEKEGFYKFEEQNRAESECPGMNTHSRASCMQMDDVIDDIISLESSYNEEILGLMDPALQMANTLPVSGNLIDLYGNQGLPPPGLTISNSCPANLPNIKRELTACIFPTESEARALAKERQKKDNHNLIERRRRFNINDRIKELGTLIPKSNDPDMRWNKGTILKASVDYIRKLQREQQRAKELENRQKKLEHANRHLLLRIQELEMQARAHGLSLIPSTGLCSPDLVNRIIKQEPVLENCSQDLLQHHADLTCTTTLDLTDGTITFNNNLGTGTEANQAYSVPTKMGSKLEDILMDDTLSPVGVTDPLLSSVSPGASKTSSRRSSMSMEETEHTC
Numbers without * were called inactive.

smiles,GPR151 activ,TEAD-YAP block,FBW7 act,MITF primary
Cc1ncc(-c2ccncc2)c(C2CCCN(C(=O)c3cn(C)nc3C)C2)n1 (configuration not stated),-0.6,-27,0.8,-1
CCOC(=O)c1c(NC(=O)c2ccc(C)c(C)c2)sc2c1CCCCC2,-1.2,-3,0.3,15
CN(CC(=O)Nc1cccc(F)c1)Cc1nc2sc3c(c2c(=O)[nH]1)CCC3,-0.4,7,0.0,8
CNC(=O)c1c(NC(=O)COc2ccc(Cl)cc2)sc(C)c1C,1.2,-12,0.2,-3
Cc1ccc(S(=O)(=O)Nc2c(Cl)c(Cl)c(O)c3ccccc23)cc1,-0.4,-12,-0.1,-3
Cc1cc2nc(SCC(=O)Nc3nccs3)[nH]c2cc1C,-0.2,27,0.0,12
COc1ccc(C2C(C(=O)OC3CCCC3)=C(C)NC3=C2C(=O)CC(c2ccccc2)C3)cc1OC (configuration not stated),3.3,0,0.2,-18
CCCCNC(=O)C(C)n1c2ccccc2c2cn[nH]c(=O)c21 (configuration not stated),-1.2,6,0.0,1
Cc1ccc(/C(O)=C2/C(=O)C(=O)N(CCC(=O)O)C2c2ccccc2)cc1 (configuration not stated),-0.6,-6,0.6,16
O=C(NNC(=O)C1CCN(c2nc3ccccc3s2)CC1)c1ccncc1,0.2,-11,-0.1,6
COC(=O)c1ccc(/C=c2/sc3nc(=O)c(-c4ccccc4)nn3c2=O)cc1,-0.2,5,0.0,-11
Cc1nn(C(=O)c2ccccc2)c(C)c1CN1C(=O)c2ccccc2C1=O,-1.8,3,-0.1,-18

Three compounds drawn at random from the list so far, as already listed:
smiles,GPR151 activ,TEAD-YAP block,FBW7 act,MITF primary
CNC(=O)c1c(NC(=O)COc2ccc(Cl)cc2)sc(C)c1C,1.2,-12,0.2,-3
Cc1cc2nc(SCC(=O)Nc3nccs3)[nH]c2cc1C,-0.2,27,0.0,12
Cc1ncc(-c2ccncc2)c(C2CCCN(C(=O)c3cn(C)nc3C)C2)n1 (configuration not stated),-0.6,-27,0.8,-1

Continuation:
smiles,GPR151 activ,TEAD-YAP block,FBW7 act,MITF primary
O=C(Oc1c(Br)cc(C(=S)N2CCOCC2)cc1Br)c1cccc([N+](=O)[O-])c1,3.0,3,0.2,10
CCOc1ccc(-c2nc(-c3cc(C)n(CCOC)c3C)cs2)cc1,-1.0,-6,0.0,-14
CC(C)C(=O)Nc1c2c(nn1-c1ccc([N+](=O)[O-])cc1)CS(=O)(=O)C2,-0.2,5,-0.1,-7
COc1ccc(NC(=O)c2cc(C)nn2-c2ccccc2)cc1,-0.6,-29,-0.2,8
CC1(C)CC(=O)C2=C(C1)N=C1c3ccccc3C(=O)C1C2c1cccc(Cl)c1 (configuration not stated),-2.2,-2,0.1,9
CCOc1ccc(/C=N/NC(=O)c2cccc([N+](=O)[O-])c2)cc1,-1.0,-11,0.1,-1
CCOc1ccc(C2C(C#N)=C(N)N(c3sc4c(c3C#N)CCCC4)C3=C2C(=O)CC(C)(C)C3)cc1 (configuration not stated),-0.8,1,0.0,10
CCCCc1ccc(C2=N/C(=C\c3cccc(OC)c3OC)C(=O)O2)cc1,1.1,5,0.0,-2
c1ccc(-n2ncc3c(N4CCC5(CC4)OCCO5)ncnc32)cc1,2.5,-26,0.2,4
CCOC(=O)c1c(C)[nH]c(C(=O)COC(=O)CCc2cc(OC)c(OC)c(OC)c2)c1C,-0.1,1,0.0,-3
Cc1ccnc2nc(C(=O)OCC(=O)NC(=O)NCc3ccccc3)nn12,0.6,1,0.0,4
COC(=O)C(NC(=O)c1ccccc1)(Nc1sc2c(c1C(N)=O)CCC2)C(F)(F)F (configuration not stated),1.6,-15,-0.1,-1
Cc1cccc(NC(=O)CSc2nc3c(c(-c4cccs4)c2C#N)CCCC3)c1,-0.6,-1,0.1,1
CNc1ccc([N+](=O)[O-])cc1-c1nc2ccccc2n(C)c1=O,-0.4,-9,-0.1,-2
CCOc1ccc2ccccc2c1C=C1C(=O)N(C)C(=O)N(C)C1=O,0.4,3,-1.1,3
COc1ccc(NC(=O)CSc2nnc(-c3ccc4[nH]c(C)c(C)c4c3)n2-c2ccccc2)cc1,1.1,11,1.2,13
COC(=O)C1=C(C)Nc2ncnn2C1c1ccccc1[N+](=O)[O-] (configuration not stated),-0.7,7,0.1,20
COC(=O)C1(CCSC)NC(c2ccco2)C2C(=O)N(C)C(=O)C21 (configuration not stated),0.0,-11,0.0,1
COCCn1c(C)c(C)n2c3c(=O)n(CC(C)C)c(=O)n(C)c3nc12,-1.7,12,-0.1,-9
COc1cc(CN2CCc3nnc(C(C)NC(=O)c4ccco4)n3CC2)cc2c1OCO2 (configuration not stated),0.9,6,0.0,-5
CN1CCN(C(=S)C(=O)NCc2ccco2)CC1,-0.9,-1,0.2,2
CCCNc1ncnc2c1nc(Nc1ccc(-n3ccnc3)cc1)n2C(C)C,-2.5,-1,0.1,2
CC1CCN(c2nc3c(c(=O)[nH]2)CCN(CCc2ccccc2)C3)CC1,-0.6,0,-0.1,-4
CCOC(=O)C1=C(O)/C(=C/c2ccccc2OC)N=C1C,-0.3,3,0.0,4

An excerpt of these results, as labelled records.
> Cc1cccc(NC(=O)CSc2nc3c(c(-c4cccs4)c2C#N)CCCC3)c1
  GPR151 activ = -0.6	TEAD-YAP block = -1	FBW7 act = 0.1	MITF primary = 1
> CN1CCN(C(=S)C(=O)NCc2ccco2)CC1
  GPR151 activ = -0.9	TEAD-YAP block = -1	FBW7 act = 0.2	MITF primary = 2
> CCOC(=O)C1=C(O)/C(=C/c2ccccc2OC)N=C1C
  GPR151 activ = -0.3	TEAD-YAP block = 3	FBW7 act = 0.0	MITF primary = 4

Additional structures
smiles,GPR151 activ,TEAD-YAP block,FBW7 act,MITF primary
O=C(O)c1c2c(nc3ccccc13)CCCCC2,1.4,-5,0.0,1
O=C(Cc1ccccc1)Nc1ncc(Cc2ccccc2)s1,-1.0,-1,-0.1,6
NC(=O)CSc1nc2cccnc2n1Cc1ccccc1,-1.4,-20,1.6,9
C=CCN(Cc1ccc(OC)c(OC)c1)C(=O)NC1CCCCC1,0.8,7,0.4,11
N=C1S/C(=C/c2ccc(-c3ccccc3C(=O)O)o2)C(=O)N1c1nccs1,-2.0,8,-0.2,20
Cc1cccc(-c2cnc(C)nc2C2CCCN(C(=O)c3ccn(C)n3)C2)c1 (configuration not stated),-1.7,-2,-0.1,18
Cc1cc(=O)c(C(=O)O)nn1-c1ccccc1C(F)(F)F,-0.8,-10,-0.1,6
CC(=O)Oc1ccc([N+](=O)[O-])cc1N1C(=O)c2ccccc2C1=O,4.0,-2,0.0,4
N#Cc1cnc(SCC(=O)Nc2ccccc2F)nc1N,0.1,6,-0.1,-6
COc1cc(C2C(C#N)=C(N)OC3=C2C(=O)CCC3)ccc1OCc1ccc([N+](=O)[O-])cc1 (configuration not stated),-2.6,-30,-0.4,-4
Cc1cnc(C(=O)NCC(c2ccccc2)c2ccccc2)cn1,0.8,2,0.1,14
COc1ccc(-c2nc3ccc(C(=O)N4CCN(c5cccc(C)c5C)CC4)cc3nc2-c2ccc(OC)c(OC)c2)cc1OC,1.4,4,0.1,-7
CC(C)(C)c1ccccc1OCCCCN1CCOCC1,1.7,9,0.0,-13
Cc1ccc(Cl)cc1NC(=O)c1c(-c2ccccc2Cl)noc1C,-0.7,2,0.1,5
COc1cccc(CNC(=O)C2(c3cccs3)CCCC2)c1,0.8,-5,-0.2,-14
COC(=O)C(C)N1C(=O)S/C(=C/c2sccc2C)C1=O (configuration not stated),-0.8,-18,-0.2,12
CCCN1C(=O)C(C)(C)COc2ccc(NS(=O)(=O)c3ccc(OCC)cc3)cc21,0.9,-4,0.1,-1
C1CCc2c(nc3nnnn3c2N2CCOCC2)C1,-1.3,-3,0.3,-2
COC(=O)C12CC3CC(CC(NC(=O)c4csc(-c5ccccc5)n4)(C3)C1)C2,-2.0,11,0.4,12
CCNC(=S)Nc1ccc(Cl)cc1Cl,1.9,10,0.2,13
COCC1CCN(Cc2c(C(=O)N3CCCCCC3)nc3cc(C)ccn23)C1 (configuration not stated),0.5,-8,-0.1,0
CCNc1cc(N2CCOCC2)c2noc3c2c1C(=O)c1ccccc1-3,-1.3,18,-0.9,50
CN(C)c1nc(Nc2ccccc2)nc(OCC#N)n1,-0.3,-14,0.0,10
CC(C)n1cnc2c(N)nc(-c3ccccc3)nc21,0.1,-2,0.1,9
Cc1ccsc1CCNC(=O)CCNS(=O)(=O)c1ccc2[nH]c(=O)ccc2c1,0.4,14,0.9,9
COc1cc(C=C2C(=O)NC(=S)NC2=O)ccc1OCc1ccc([N+](=O)[O-])cc1,0.0,-23,0.2,14
CNc1nc(Nc2ccc(C)c(C)c2)c2cnn(C)c2n1,2.4,9,1.2,13
CCCCNC(=O)CSc1nnc(NC(=O)c2ccccc2)s1,1.6,-27,-0.1,-9
CN(C)c1ccc(C2C(C(=O)/C=C/c3ccccc3)=C(O)C(=O)N2CCCCCC(=O)O)cc1 (configuration not stated),0.3,0,-0.3,1
CCOc1ccccc1NC(=O)/C=C/c1cccc([N+](=O)[O-])c1,-0.7,-10,0.0,16
CC(=O)Oc1ccc(C(=O)NCc2ccccn2)cc1,-1.0,-1,-0.6,16
CCCCCSc1nnc2c(n1)OC(c1ccco1)Nc1ccccc1-2 (configuration not stated),2.0,3,0.0,16
COc1ccc(CN2C(=O)C(C)Oc3ccccc32)cc1 (configuration not stated),0.2,-1,0.0,8
O=c1sc2ccccc2c2nc[nH]c12,-2.0,1,-0.1,9
Cc1ccc(C(=O)Nc2c3c(nn2-c2ccc(Cl)cc2)CSC3)cc1[N+](=O)[O-],2.4,-2,0.1,-7
O=c1c2ccccc2c(C=NCCCN2CCOCC2)c(O)n1Cc1ccc2c(c1)OCO2,1.4,2,-0.1,-2
CC(/C=c1\sc2nc3ccccc3n2c1=O)=C\c1ccco1,-0.3,-27,0.2,-3
OCCNc1cc(-c2cccs2)ncn1,1.3,-17,0.5,56*
O=C(c1cc(F)ccc1F)N1CCC2(CC1)OCc1ccccc1O2,1.4,-2,0.1,-6
Cc1ccc(Br)cc1S(=O)(=O)Nc1ccccn1,0.1,3,0.0,5
CCCNC(=O)Cn1cnc2sc(C(=O)Nc3cc([N+](=O)[O-])ccc3OC)c(C)c2c1=O,0.6,-6,0.0,2
CCN(CC)CCN(C(=O)C1=COCCO1)c1nc2cc(C)cc(C)c2s1,4.7,-2,-0.2,10
Cc1cccc(C(=O)N2CCN(c3c(Cl)cccc3[N+](=O)[O-])CC2)c1,-1.5,-9,-0.1,0
CCCCCC#CC(C)(O)CNC(Cc1ccccc1)C(=O)O (configuration not stated),1.3,-3,-0.2,-1
COc1ccc(/C=C(\NC(=O)c2ccc(C)cc2)C(=O)NCCCN2CCOCC2)cc1OC,0.3,4,0.8,-11
O=C(CSCc1ccccc1)N1CCN(S(=O)(=O)C2CC2)CC1,-1.5,-42,0.2,12
Cc1cc(C)c(C)c(Oc2ncnc(N)c2[N+](=O)[O-])c1,2.0,5,0.0,2
Cc1cc(C)n2nc(C(=O)OCC(=O)Nc3sc4c(c3C#N)CCCCC4)nc2n1,3.8,1,0.1,3
COc1cc(OC)c(CN2CCOc3ccc(C4(O)CCN(C)CC4)cc3C2)c(OC)c1,-0.5,-15,0.2,13
CCCCC(=O)c1ccc(OC(C)C)cc1,-0.7,-9,0.0,-7
CCN1C(=O)/C(=C\c2ccc([N+](=O)[O-])s2)SC1=S,2.8,6,0.0,4
COc1cccc(OCc2nc(N(C)CCC(N)=O)c3cc(-c4cn[nH]c4)ccc3n2)c1,0.3,-14,-0.1,15
O=c1nc(SCc2ccccc2Cl)c2c([nH]1)CCC2,-1.0,-1,0.0,-1
COc1ccc2ccccc2c1/C=C1/N=C(c2ccc(Cl)cc2Cl)OC1=O,-0.2,-10,-0.1,-2
C=CCC1(CC=C)CCCN1C(=O)CC1C(=O)NCCN1Cc1ccccc1 (configuration not stated),0.7,4,0.0,1
CCCCc1ccc(NC(=O)C(C(C)C)N2C(=O)c3ccccc3C2=O)cc1 (configuration not stated),2.4,0,0.3,5

Screening results deposited in PubChem by The Scripps Research Institute Molecular Screening Center.
